Screening results as filed in PubChem BioAssay.
LMPTP inh: blocks human LMPTP phosphatase | inhibition, % at 20 µM | 360,000 compounds, 0.22% hits | AID 651560 | P24666 | recombinant LMPTP-A, OMFP fluorogenic substrate, fluorescence intensity;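 active = compounds that cut the enzyme signal by at least half of the control window in the single-dose screen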;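 note: plate controls were DMSO wells with enzyme plus substrate for no effect and substrate without enzyme for full effect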
Target sequence (P24666 whole entry, looked up): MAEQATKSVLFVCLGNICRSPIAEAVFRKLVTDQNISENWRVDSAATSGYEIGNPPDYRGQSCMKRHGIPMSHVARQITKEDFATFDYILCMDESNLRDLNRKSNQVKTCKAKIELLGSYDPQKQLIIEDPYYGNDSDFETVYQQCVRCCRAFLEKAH
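Material: LMPTP-A; amount: 0.625 nM enzyme; doses: single 20 µM dose; times: reaction 50 min, room temperature, dark; technique: fluorescence intensity of OMFP turnover product; benchmarks: no-enzyme and uninhibited controls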
MsrA inh: inhibits bovine methionine sulfoxide reductase A; purified bovine MsrA, absorbance read-out; inhibition, % at 15.5 µM; 360,000 compounds, 0.75% hits; AID 651718; in the data active = inhibition above about 4.5%;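 note: 0% = vehicle wells with enzyme and 100% = reference inhibitor wells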
SUMO1 PPI mod: modulators of human SUMO1-mediated protein-protein interactions | P63165 | SUMO1 binding to a labelled peptide, TR-FRET, 1 h | inhibition, % at 20 µM | 360,000 compounds, 0.33% hits | AID 602429; in the data active = inhibition above about 37%
Target sequence (P63165 whole entry, looked up): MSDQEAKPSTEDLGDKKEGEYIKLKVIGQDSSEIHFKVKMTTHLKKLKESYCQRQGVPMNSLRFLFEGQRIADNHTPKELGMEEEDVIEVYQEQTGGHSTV
CSN deneddyl inh: CSN deneddylation inhibition | Q92905 | Purified CSN, SCF-Nedd8-OG deneddylation, fluorescence polarization | inhibition, % at 12.5 µM | 360,000 compounds, 0.38% hits | AID 651999;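 active = pattern-corrected inhibition above about 35%, with an unprinted fluorescence ratio check between 0.5 and 1.5, limit read from the data, passing the limit was not always enough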;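 note: 0% = enzyme with substrate and 100% = substrate without enzyme; some results filed as inactive read as strong as hits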
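Material: purified human Csn5 enzyme expressed in HEK293T cells / Medium: Tris buffer pH 7.5, NaCl, DTT, Tween-20, trehalose, ovalbumin / Compound dosing: 12.5 µM single point / Schedule: 90 min incubation of compound, enzyme and substrate at room temperature / Signal: fluorescence polarization of the substrate / Control set: no-enzyme wells high, enzyme-with-substrate wells low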
NadD block: NadD (S. aureus) enzyme inhibition; purified NadD enzyme, colorimetric absorbance read-out; inhibition, % at 20 µM; 360,000 compounds, 0.78% hits; AID 602399; in the data active = inhibition above about 26%; note: some compounds past the cut are filed as inactive
Scp-1 inhibitor: Scp-1 (human) phosphatase inhibition; Recombinant Scp1, phosphopeptide, malachite green phosphate absorbance; inhibition, % at 20 µM; 340,000 compounds, 0.88% hits; AID 493091;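 active = inhibition above about 50% at 20 µM, limit read from the data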;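 note: plate controls were DMSO wells with enzyme for no effect and wells lacking enzyme for full effect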
Target sequence (Q9GZU7 76-261 limits assumed): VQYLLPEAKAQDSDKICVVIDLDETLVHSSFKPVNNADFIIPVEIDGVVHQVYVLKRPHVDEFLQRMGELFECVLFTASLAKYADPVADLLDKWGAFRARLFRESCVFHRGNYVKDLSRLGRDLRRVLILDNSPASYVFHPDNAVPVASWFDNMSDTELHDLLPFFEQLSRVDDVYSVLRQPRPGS
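Material – SCP-1 phosphatase catalytic domain, residues 76-261 · Buffer or medium – Acidic Tris acetate buffer with magnesium and detergent · Also added – Phospho 17-mer peptide substrate · Compound – single 20 µM dose, 1% DMSO · Times – 45 min room-temperature reaction, 5 min colour, 30 min stabiliser · Technique – Phosphate-binding colour reagent, absorbance read at 630 nm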
STEP inh: STEP (human) phosphatase inhibition; recombinant STEP, OMFP fluorogenic substrate, fluorescence; P54829; inhibition, % at 20 µM; 360,000 compounds, 0.25% hits; AID 588621;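 active = inhibition at 20 µM, scaled per plate between control wells, above about 37%, limit read from the data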;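 note: 0% = DMSO with enzyme and substrate and 100% = substrate only without enzyme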
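System: isolated STEP enzyme; schedule: 20 min enzyme reaction at room temperature, protected from light; medium: Bis-Tris buffer pH 6.0, 2.5 mM DTT, 0.005% Tween 20; signal: fluorescence, 480/540 nm; dosing: single compound dose of 20 µM, 1% DMSO final; also added: OMFP substrate, 25 µM final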
Rpn11 block: blocks the human proteasome subunit Rpn11; human 26S proteasome, Ub4-pepOG fluorescence polarization; 20S core pre-blocked with epoxomicin; calls only at 20 µM; 360,000 compounds, 0.59% hits; AID 588493;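 active = inhibition at 20 µM, scaled to each plate's controls, above about 33%, limit read from the data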
Target sequence (O00487 whole entry, looked up): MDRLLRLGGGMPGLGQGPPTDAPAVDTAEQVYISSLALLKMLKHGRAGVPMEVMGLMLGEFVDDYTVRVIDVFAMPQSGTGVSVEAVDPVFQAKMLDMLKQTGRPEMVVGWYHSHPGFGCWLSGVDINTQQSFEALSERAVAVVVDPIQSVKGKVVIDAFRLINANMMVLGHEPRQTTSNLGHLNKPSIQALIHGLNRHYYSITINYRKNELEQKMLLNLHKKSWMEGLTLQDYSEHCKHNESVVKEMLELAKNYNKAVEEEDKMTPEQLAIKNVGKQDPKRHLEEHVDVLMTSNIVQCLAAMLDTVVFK
DNMT1 inh: DNMT1 (human) enzyme inhibition; 360,000 compounds, 0.83% hits; DNMT1 molecular beacon, Hinp1I cleavage, fluorescence; inhibition (reported as % activation of signal), % at 10 µM; in the data active = inhibition above about 50%
TbMetRS inhib: blocks T. brucei methionyl-tRNA synthetase activity; purified T. brucei MetRS, ATP depletion, Kinase-Glo luminescence; inhibition, % at 11.9 µM; 360,000 compounds, 0.4% hits; AID 624268;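 active = inhibition above a per-plate cutoff of the control wells' mean inhibition plus 3 SD, cut at about 5.5% in these data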;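 note: 0% = DMSO wells median and 100% = median of wells with control inhibitor compound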
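Assay system: T. brucei methionyl-tRNA synthetase, purified | Medium: HEPES buffer with MgCl2, KCl, DTT, spermine, BSA, pyrophosphatase | Compound: 11.9 µM single point | Incubation: 15 min enzyme-compound preincubation, 2 h reaction, 10 min detection, 25 °C | Measured by: Kinase-Glo luciferase luminescence reporting remaining unconsumed ATP | Measure: % inhibition normalized to control-well medians | Replication: Singlicate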
Active calls of the source: *; i = inactive; · = not tested or not shown. Random draw from the library; 3.9% or so of the library scored in one or more.

SMILES	LMPTP inh	MsrA inh	SUMO1 PPI mod	CSN deneddyl inh	NadD block	Scp-1 inhibitor	STEP inh	Rpn11 block	DNMT1 inh	TbMetRS inhib
CCn1c(CC(=O)Nc2ccccc2F)nnc1SCC(=O)NC1CCCCC1	-0.8	-0.1	-4	-2	-1	1	0	i	1	-0.5
COc1ccc(NS(=O)(=O)c2ccc(NS(=O)(=O)c3cccs3)cc2)cc1	-0.2	-2.0	3	0	-3	-6	0	i	-3	0.8
C/C(=N\Nc1nnc2c3ccccc3n(C)c2n1)c1ccc(C)o1	1.6	5.6*	-4	-4	-1	-6	-1	i	-5	0.1
CCN(CC(=O)Nc1ccc(C(C)=O)cc1)CC(=O)Nc1ccc2c(c1)OCCO2	-0.6	2.5	0	1	1	-15	-1	i	-2	-0.3
CC(NC(=O)c1cccs1)c1ccc2c(c1)OCO2 (configuration not stated)	-0.8	0.7	0	2	-3	-3	0	i	-9	-0.9
CC1CCCC(C)N1NC(=O)Cc1ccccc1 (configuration not stated)	-0.9	1.0	0	-2	1	6	-2	i	2	-1.0
Cn1cc(S(=O)(=O)NC2CCCCCC2)c(=O)n(C)c1=O	0.7	1.1	3	2	-1	-3	3	i	1	-0.2
COc1ccc(C(=O)NC(=S)NNC(=O)c2ccc(NC(C)=O)cc2)cc1Br	0.8	2.4	14	-11	3	11	3	i	-2	0.0
CCN(CC)S(=O)(=O)c1ccc(C(=O)NNc2nc(-c3ccccc3)c3cc(Br)ccc3n2)cc1	1.5	-0.3	2	-7	35*	8	0	i	-8	0.4
COc1ccccc1Cc1c(-c2ccc(OC)c(OC)c2)nc2ccc(Br)cn12	1.0	1.6	0	10	3	·	1	i	8	-0.3
CCN(CC)S(=O)(=O)c1ccc(C(=O)N2CCN=C2SC)cc1	-0.3	0.1	1	6	4	0	0	i	2	-0.4
CC(Oc1cc2oc(=O)c3c(c2cc1Cl)CCC3)C(=O)NCc1cccnc1 (configuration not stated)	-0.9	0.7	-4	0	0	-1	2	i	2	-0.2
Cc1ccc(C(=O)NCCNC(=O)c2cnccn2)cc1	-0.6	-2.0	-1	6	-1	-1	0	i	0	0.3
O=C(Nc1ccccc1Cl)N1CCN(c2ccc3nnc(-c4ccc(F)cc4)n3n2)CC1	-0.8	1.0	2	5	-5	-1	2	i	-2	-0.6
COCCN=c1scc(-c2ccco2)n1/N=C/c1ccc(O)c(O)c1O	73*	1.7	19	37	39*	89*	8	i	70*	-0.4
CC(C)(C)c1nnc(SCC(=O)Nc2ccc(N3CCCCC3)cc2)n1N	1.2	0.5	-1	-2	-11	6	3	i	1	-0.6
COCc1[nH][nH]c(=O)c1C=Nc1ccc(C(F)(F)F)cc1	-0.2	2.2	-1	4	1	-2	-1	i	-2	-0.5
CC(=O)Nc1cccc(-c2ccnc3c2CC(C)(C(=O)NCC2CC2)O3)c1 (configuration not stated)	-1.2	0.7	-1	6	-5	·	3	i	1	-0.2
CN(C)C(=O)Nc1ccccc1CC[N+](=O)[O-]	1.0	-0.1	-2	-18	-2	1	0	i	2	-1.2
C#CCOCCOCCOCCNc1nc(N2CCN(C(=O)[C@H]([C@@H](C)CC)n3cc(CCCCN)nn3)CC2)nc(N2CCN(C(=O)[C@H]([C@@H](C)CC)n3cc(CCCN=C(N)N)nn3)CC2)n1	6.3	-1.4	-29	5	-2	-4	-2	i	3	-0.2
CCc1ccc2nc(Nc3ccc(OC)cc3OC)c(C#N)cc2c1	4.0	1.4	-1	3	-5	11	2	i	-2	-0.2
CC12CCC(=O)N1C(C(=O)Nc1nc(-c3ccccc3)cs1)CS2 (configuration not stated)	-1.7	0.4	-5	3	-3	-1	0	i	3	-0.4
CCOc1ccc(Cn2ccnc2)cc1[N+](=O)[O-]	-1.8	1.0	-9	-3	0	-4	-2	i	0	0.1
O=C(COC(=O)c1cc(S(=O)(=O)N2CCOCC2)ccc1F)Nc1cc([N+](=O)[O-])ccc1F	1.8	-0.2	-21	-2	-3	-3	3	i	1	-0.3
Cc1cccc(NC(=O)CSCC(=O)N2CCN(C(=O)c3ccco3)CC2)c1	-0.9	-0.3	6	1	4	0	0	i	0	0.3

Single entries from the list:
Cc1cccc(NC(=O)CSCC(=O)N2CCN(C(=O)c3ccco3)CC2)c1 – CSN deneddyl inh: 1
C#CCOCCOCCOCCNc1nc(N2CCN(C(=O)[C@H]([C@@H](C)CC)n3cc(CCCCN)nn3)CC2)nc(N2CCN(C(=O)[C@H]([C@@H](C)CC)n3cc(CCCN=C(N)N)nn3)CC2)n1 – NadD block: -2

2 of the compounds above, field by field:
O=C(Nc1ccccc1Cl)N1CCN(c2ccc3nnc(-c4ccc(F)cc4)n3n2)CC1
- LMPTP inh = -0.8
- MsrA inh = 1.0
- SUMO1 PPI mod = 2
- CSN deneddyl inh = 5
- NadD block = -5
- Scp-1 inhibitor = -1
- STEP inh = 2
- Rpn11 block = i
- DNMT1 inh = -2
- TbMetRS inhib = -0.6

COCCN=c1scc(-c2ccco2)n1/N=C/c1ccc(O)c(O)c1O
- LMPTP inh = 73*
- MsrA inh = 1.7
- SUMO1 PPI mod = 19
- CSN deneddyl inh = 37
- NadD block = 39*
- Scp-1 inhibitor = 89*
- STEP inh = 8
- Rpn11 block = i
- DNMT1 inh = 70*
- TbMetRS inhib = -0.4

The listing picks up, repeating the four entries before the break.
SMILES	LMPTP inh	MsrA inh	SUMO1 PPI mod	CSN deneddyl inh	NadD block	Scp-1 inhibitor	STEP inh	Rpn11 block	DNMT1 inh	TbMetRS inhib
CC12CCC(=O)N1C(C(=O)Nc1nc(-c3ccccc3)cs1)CS2 (configuration not stated)	-1.7	0.4	-5	3	-3	-1	0	i	3	-0.4
CCOc1ccc(Cn2ccnc2)cc1[N+](=O)[O-]	-1.8	1.0	-9	-3	0	-4	-2	i	0	0.1
O=C(COC(=O)c1cc(S(=O)(=O)N2CCOCC2)ccc1F)Nc1cc([N+](=O)[O-])ccc1F	1.8	-0.2	-21	-2	-3	-3	3	i	1	-0.3
Cc1cccc(NC(=O)CSCC(=O)N2CCN(C(=O)c3ccco3)CC2)c1	-0.9	-0.3	6	1	4	0	0	i	0	0.3
COc1ccc(C(=O)Nc2nnc(-c3ccccc3)s2)cc1	6.3	-0.4	-6	-3	6	-4	-1	i	19	0.3
COc1ccc(C/C(C)=N\NC(=O)c2c[nH]c3ccccc23)cc1OC	-0.9	1.1	-2	0	-8	-8	0	i	1	-0.4
COc1ccc(C2/C(=C(\O)c3ccc4c(c3)OCCO4)C(=O)C(=O)N2Cc2ccco2)c(OC)c1 (configuration not stated)	21	2.3	-5	-2	3	-9	6	i	-2	-0.4
N#CC1=C(N)NC(=S)C(C(N)=O)C1c1ccc([N+](=O)[O-])cc1 (configuration not stated)	-2.3	2.0	-14	-4	-2	-5	-2	i	-3	0.2
CC(c1ccccc1)N1C(=O)C2C3C=CC(C4CC34)C2C1=O (configuration not stated)	-0.5	-0.6	2	-2	-2	-1	-3	i	4	-0.5
Cc1csc(NC(=O)C2CCCN(S(=O)(=O)c3cnc[nH]3)C2)n1 (configuration not stated)	-1.1	1.5	5	-5	-1	-15	-2	i	-2	-0.5
CC(C)C(NC(=O)CNC(=O)OC(C)(C)C)C(=O)NCc1ccccc1 (configuration not stated)	-0.7	0.7	3	-3	2	-7	0	i	-2	-0.3
O=C(NCc1ccc(Cl)nc1)c1csc(COCCO)n1	-0.9	-0.4	5	-4	-7	·	-4	i	3	-0.3
Cc1nc(Cl)c(N=Cc2cccc([N+](=O)[O-])c2)c(Cl)n1	0.4	-1.4	-22	2	-2	-7	0	i	0	-0.4
COc1ccc(NC(=S)N2CCC(NC(=O)c3ccco3)CC2)cc1	-0.8	-0.1	5	0	0	6	1	i	-1	-1.0
CCCCN(C(=O)CSc1nnc(-c2ccc(OC)cc2)n1CC)c1c(N)n(Cc2ccccc2)c(=O)[nH]c1=O	-0.8	-1.8	3	-1	2	-3	-1	i	-4	-0.7
CC(=O)Nc1ccc(S(=O)(=O)N(Cc2cccnc2)Cc2cc3ccccc3[nH]c2=O)cc1	0.5	2.1	-1	1	3	-2	1	i	0	0.7
COc1cc(CN2CCC(C(=O)NC(c3ccc(F)cc3)c3ccc4ccccc4n3)CC2)cc(OC)c1 (configuration not stated)	-0.9	-0.4	3	5	1	·	1	i	-13	-0.1
O=S(=O)(Nc1ccccn1)c1cccc(S(=O)(=O)c2ccc(Br)cc2)c1	0.2	0.3	0	-5	4	-7	-6	i	0	0.7
COC(=O)C1=C(C)Nc2ncnn2C1c1cccnc1 (configuration not stated)	-1.1	1.4	1	2	-4	-1	-1	i	-3	-0.5
COc1ccc(Cl)cc1C(=O)Nc1ccncc1	-2.6	0.4	0	0	0	-5	-1	i	9	-1.3
COc1ccc(CN2C(=O)CSCC2=O)cc1OC	0.3	0.2	3	6	-2	-7	0	i	0	-0.6
Nc1ccc(C(=O)N/N=C/c2cn(Cc3ccc(F)cc3)c3ccccc23)cc1	2.8	3.4	-5	-4	2	-7	-1	i	-3	0.0
O=C(c1ccccc1)c1ccc(OCC(O)CNCc2ccc(F)cc2)cc1 (configuration not stated)	-0.8	1.5	2	4	-5	-9	1	i	1	-0.9

3 compounds from above with just STEP inh, NadD block and TbMetRS inhib:
Structure,STEP inh,NadD block,TbMetRS inhib
COc1cc(CN2CCC(C(=O)NC(c3ccc(F)cc3)c3ccc4ccccc4n3)CC2)cc(OC)c1 (configuration not stated),1,1,-0.1
COc1ccc(C2/C(=C(\O)c3ccc4c(c3)OCCO4)C(=O)C(=O)N2Cc2ccco2)c(OC)c1 (configuration not stated),6,3,-0.4
O=C(c1ccccc1)c1ccc(OCC(O)CNCc2ccc(F)cc2)cc1 (configuration not stated),1,-5,-0.9
